OX1R antag – OX1R (human) antagonism | OX1R-expressing cells, FRET antagonist read-out | inhibition, % at 6.6 µM | actives 1.8% (n = 330,000) | O43613; in the data active = inhibition mostly above about 38%, no sharp cut-off; inactive = mostly below about 40%;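 also: 0% = agonist challenge alone and 100% = reference antagonist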
Target sequence (O43613 whole entry, looked up): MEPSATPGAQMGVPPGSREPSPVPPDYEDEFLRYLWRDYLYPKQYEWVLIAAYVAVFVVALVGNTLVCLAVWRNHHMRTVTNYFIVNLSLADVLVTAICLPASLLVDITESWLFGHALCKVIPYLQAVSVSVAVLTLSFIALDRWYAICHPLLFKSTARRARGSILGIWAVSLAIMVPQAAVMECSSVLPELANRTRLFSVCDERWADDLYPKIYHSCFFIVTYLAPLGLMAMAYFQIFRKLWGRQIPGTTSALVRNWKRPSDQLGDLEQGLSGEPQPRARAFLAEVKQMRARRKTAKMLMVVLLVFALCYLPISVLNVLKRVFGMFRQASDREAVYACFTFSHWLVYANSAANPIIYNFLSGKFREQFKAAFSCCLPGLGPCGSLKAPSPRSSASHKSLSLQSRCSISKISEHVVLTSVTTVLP
STK33 inh – human STK33 kinase inhibition; actives 0.073% (n = 320,000); inhibition, % at 10 µM; AID 2661; purified STK33, MBP phosphorylation, ADP-Glo luminescence;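 active = inhibition at or above 25%, using the most active replicate where run in duplicate; inactive = inhibition below 25%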
Target sequence (Q9BYT3 whole entry, looked up): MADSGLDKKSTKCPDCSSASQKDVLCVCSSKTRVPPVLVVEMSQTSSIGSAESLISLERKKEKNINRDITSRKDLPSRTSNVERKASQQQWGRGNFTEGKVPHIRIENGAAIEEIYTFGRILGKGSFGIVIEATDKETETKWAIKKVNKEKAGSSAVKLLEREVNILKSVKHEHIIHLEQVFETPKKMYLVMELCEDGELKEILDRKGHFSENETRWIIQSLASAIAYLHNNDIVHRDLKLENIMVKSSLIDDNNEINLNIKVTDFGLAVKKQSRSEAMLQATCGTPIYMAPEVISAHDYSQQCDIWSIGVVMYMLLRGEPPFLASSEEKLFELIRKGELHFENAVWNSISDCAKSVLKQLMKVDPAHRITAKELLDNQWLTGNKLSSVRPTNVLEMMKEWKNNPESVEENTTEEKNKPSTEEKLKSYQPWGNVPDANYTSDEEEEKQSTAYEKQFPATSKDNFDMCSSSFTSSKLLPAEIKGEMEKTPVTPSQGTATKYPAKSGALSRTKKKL
* marks the source's active call; other numbers are inactive results; / = no result given.

SMILES	OX1R antag	STK33 inh
C/C(N)=C(/C#N)C(=O)COC(=O)c1cc(-c2ccc(Br)cc2)nc2ccccc12	14	-0.4
Cc1ccc(N2CC(C(=O)N3CCN(c4ccccc4)CC3)CC2=O)cc1 (configuration not stated)	18	-1.8
Cc1cc(NC(=O)c2cccc3c2C(=O)N(C2CCCCC2)C3)ccc1Br	15	-1.4
O=C(NNc1ncnc2ccccc12)c1cccc(Cl)c1	36	-0.5
CCN(Cc1ccccc1)C(=O)CCS(=O)(=O)c1cc2c(cc1Cl)NC(=O)CO2	9	0.7
CCCCCCCC(=O)NC1=NC(=O)C(C)(C)S1	5	0.3
O=S(=O)(c1ccc(F)cc1)N1CCN(C(=S)NCc2ccco2)CC1	-5	-0.6
COc1ccc(-c2cnnn2-c2ccc([N+](=O)[O-])cc2)cc1	16	0.4
Cc1ccnc(NC(=S)NC(=O)/C=C/c2ccco2)c1	33	0.6
CC(C)(C)NS(=O)(=O)c1ccc(CCC(=O)NCc2ccco2)cc1	-10	0.3
CC1=C(C(=O)NCc2ccco2)C2(CCC(C)CC2)OC1=O (configuration not stated)	-4	0.4
O=C(NCc1ccc(Cl)cc1)NCc1ccc(Cl)cc1	6	-0.9
Nn1c(SCc2ccccc2)nnc1-c1ccco1	12	-1.2
Cc1ccc(S(=O)(=O)Nc2ccc3c(c2)C(=O)N([C@H](C)CO)C[C@H](C)[C@@H](CN(C)Cc2ccccc2)O3)cc1	-1	-0.4
COc1ccc(C(CC(=O)c2ccccc2)S(=O)(=O)c2ccc(C)cc2)cc1 (configuration not stated)	7	-0.6
CC(c1nccs1)N(C)c1nc2nonc2nc1NC1CC1 (configuration not stated)	33	-0.6
CCN(Cc1cc(=O)[nH]c2ccccc12)C(=O)c1ccc(C)cc1	8	-0.7
CCC(=O)Nc1ccc(S(=O)(=O)Nc2nccs2)cc1	6	1.0
COc1ccc(NC(=O)c2ccco2)cc1NC(=O)COc1ccccc1[N+](=O)[O-]	9	0.5
CCCC(C)NC(=O)CN1C(=O)NC2(CCc3ccccc32)C1=O (configuration not stated)	12	-0.4
C=CCOc1cc(C)nc(-c2ccccc2O)n1	12	-0.5
CCOC(=O)c1cnc2cc(-c3ccc(C(C)(C)C)cc3)nn2c1N	14	-1.4
O=C(N/N=C/c1cccc2ccccc12)c1cccc(F)c1	29	0.9
CC(=O)Nc1ccc(NC(=O)CN(c2cccc([N+](=O)[O-])c2)S(C)(=O)=O)cc1	9	0.4
Cc1cccc(C)c1OCC(=O)Nc1cc(Cl)ccc1-n1cncn1	22	0.9

New compounds follow
SMILES	OX1R antag	STK33 inh
CCOC(=O)c1c(NC(=O)CSc2nnc(C)s2)sc2c1CCC(CC)C2 (configuration not stated)	-1	2.4
Cc1ccc(C(=O)Nc2ccccc2C(=O)N2CCN(c3ccccc3)CC2)cc1	3	-0.2
CCCCn1c2nc3ccccc3nc2c2c(=O)n(CCC(C)C)cnc21	2	-1.1
CC(NC(=O)CSc1n[nH]c(=O)n1C1CC1)C12CC3CC(CC(C3)C1)C2 (configuration not stated)	15	-0.6
CC(C)Oc1ccc(C(=O)Nc2c3c(nn2C(C)(C)C)CS(=O)(=O)C3)cc1	8	-2.9
COc1ccccc1CNC(=O)C(C)n1nc(C)n2c(cc3occc32)c1=O (configuration not stated)	11	0.0
COc1cccc(C(c2sc3nc(C)nn3c2O)N2CCN(C(=O)c3ccco3)CC2)c1 (configuration not stated)	6	-0.4
CC1CCN(C(=O)CSc2nc3ccccc3c(=O)[nH]2)CC1	2	-3.5
COc1ccc(C2CC(c3cc(OC)ccc3OC)n3nnnc3N2)cc1 (configuration not stated)	14	0.9
CCN(CC)C(=O)c1cnn(-c2ccccc2)c1NC(=O)c1ccccc1F	10	-2.3
COc1cccc(/C=C/C(=O)OCC(=O)c2ccc(S(=O)(=O)N3CCCCC3)cc2)c1OC	15	-1.5
CC(NC(=O)C1CCN(C(=O)Nc2ccccc2)CC1)c1ccc(Cl)cc1 (configuration not stated)	2	-0.4
O=C(O)CSCC(=O)Nc1ccc(Br)c(C(F)(F)F)c1	5	1.8
Cc1cnn(C(=S)NCc2ccc(Cl)cc2)c1	6	0.1
CC(C)N(C(=S)NC1CC2CCC1C2)c1ccccc1 (configuration not stated)	6	-2.3
NC(N)=N/N=C/c1ccc(OCc2ccc(Cl)cc2)cc1	4	4.3
O=C(c1ccccc1)N1CCN(c2ccc(N3CCOCC3)nn2)CC1	19	-0.9
O=C(O)COc1ccccc1/C=N/NC(=O)Cc1ccccc1	-4	-1.1
C=CCc1ccccc1OCCSc1nc2ccc([N+](=O)[O-])cc2s1	9	-0.6
O=C(COC(=O)c1ccc[nH]c1=O)NCCc1ccc(Cl)cc1Cl	19	-1.6
Cc1nc(/C(N)=N/OC(=O)c2ccccc2Cl)c(C(F)(F)F)o1	-1	-0.3
Cn1c(=O)c2c(-c3ccccc3)n3c4ccccc4ncc3c2n(C)c1=O	13	0.0
COc1ccc2[nH]c(=O)c(CN(CCO)C(=O)NCc3ccccc3)cc2c1	4	2.1
CCCCCCCCCC(=O)N/N=C(\C)c1cccnc1	32	0.4
CC(=O)c1ccc(NC(=O)CSc2nc(=O)n(CCN3CCOCC3)c3c2CCC3)cc1	-4	-1.0

Four entries from above, field by field:
CCCCn1c2nc3ccccc3nc2c2c(=O)n(CCC(C)C)cnc21
  OX1R antag: 2 | STK33 inh: -1.1

CC(NC(=O)CSc1n[nH]c(=O)n1C1CC1)C12CC3CC(CC(C3)C1)C2 (configuration not stated)
  OX1R antag: 15 | STK33 inh: -0.6

CC(C)Oc1ccc(C(=O)Nc2c3c(nn2C(C)(C)C)CS(=O)(=O)C3)cc1
  OX1R antag: 8 | STK33 inh: -2.9

COc1ccccc1CNC(=O)C(C)n1nc(C)n2c(cc3occc32)c1=O (configuration not stated)
  OX1R antag: 11 | STK33 inh: 0.0

Entries of single compounds, quoted from the list:
`COc1cccc(/C=C/C(=O)OCC(=O)c2ccc(S(=O)(=O)N3CCCCC3)cc2)c1OC` in the list: OX1R antag = 15; STK33 inh = -1.5
`O=C(O)COc1ccccc1/C=N/NC(=O)Cc1ccccc1` in the list: OX1R antag = -4; STK33 inh = -1.1

(list continues)
SMILES	OX1R antag	STK33 inh
CCOC(=O)c1cnc(-c2ccccc2)nc1Oc1cccc(Cl)c1	14	-1.6
CCNc1ccc(C(=O)OCC)cc1NC(=O)c1cccc(N(C)C)c1	23	-1.4
O=P(OC1CCCCC1)(OC1CCCCC1)C(O)c1c(Cl)cccc1Cl (configuration not stated)	45*	-0.3
COc1ccc(CCN2C(=O)CC(NC34CC5CC(CC(C5)C3)C4)C2=O)cc1OC (configuration not stated)	6	-1.5
Cc1cc(NC(=O)CSc2nnc(-c3cccs3)n2N)no1	4	-1.1
CCCC(=O)Nc1cccc(NC(=O)c2cccc([N+](=O)[O-])c2C)c1	23	-0.3
COc1ccc(C(=O)n2c(-c3ccco3)nc3ccccc32)cc1	19	-0.7
Cc1cc2c(c(C)c1Br)C(c1ccc3c(c1)OCO3)CC(=O)O2 (configuration not stated)	6	/
COc1ccc(C(=O)NCc2cccnc2)cc1S(=O)(=O)N1CCOCC1	6	0.2
O=C(COC(=O)c1ccc(Br)o1)Nc1ccc(N2CCOCC2)cc1	3	/
Cc1ccc(Cl)cc1N1CCN(C(=O)CCS(=O)(=O)c2cccc3nonc23)CC1	12	0.4
COc1ccc(OC)c(Nc2ncnc3c2cnn3-c2cccc(C)c2)c1	18	0.1
COc1ccc2oc(C(=O)OCC(=O)N3CCCC(C)C3)c(C)c2c1 (configuration not stated)	10	-2.2
CC(=O)N(Cc1cc2ccccc2[nH]c1=O)c1ccc(C)cc1	15	0.2
Cc1ccc(-c2nnn(CC(=O)N(CC(=O)NC3CCCCC3)c3cnc4ccccc4c3)n2)o1	16	-1.1
CCC(C)NC(=O)C1CCC(=O)N(c2ccc3c(c2)OCO3)C1c1ccc(OC)cc1 (configuration not stated)	7	-0.2
CC(CN1CCCCC1)c1ccccc1 (configuration not stated)	-11	-19
O=C(COc1coc(CN2CCN(c3ccc(F)cc3)CC2)cc1=O)Nc1ccccc1	5	-0.4
O=C(NCc1ccc2c(c1)OCO2)c1ccc(S(=O)(=O)C(F)F)cc1	5	-0.5
O=C(C1=C(O)C(=O)N(CCOCCO)C1c1cccs1)c1cccs1 (configuration not stated)	18	0.6
OCCCN=c1cc(-c2ccccc2)oc2ccc(Cl)cc12	96*	-0.2
CCc1c(C)[nH]n(-c2nc(-c3ccccc3)cs2)c1=O	5	-1.0
O=C(Cn1cnc([N+](=O)[O-])n1)N/N=C/c1cc(Cl)ccc1O	19	3.3
CCS(=O)(=O)c1ccc(O)c(NC(=O)COc2ccc(C)cc2)c1	13	0.9
O=C1CC(C(=O)Nc2ccc(O)c(C(=O)O)c2)C(c2ccccc2)O1 (configuration not stated)	-7	-2.3

Going on with the list.
SMILES	OX1R antag	STK33 inh
Cc1cccc(C(=O)Oc2ccc(/C=N/NC(=O)Cc3ccc([N+](=O)[O-])cc3)cc2)c1	23	-0.5
O=C(NNS(=O)(=O)c1ccccc1)Nc1ccc(F)cc1	-2	0.9
CCC(C)c1ccccc1NC(=O)c1cc(C)no1 (configuration not stated)	17	-2.1
O=C(NCCCC(=O)N1CCOCC1)c1cccnc1	8	0.0
COc1ccccc1N1CCN(S(=O)(=O)CCNC(=O)c2cc(=O)c3ccccc3o2)CC1	11	0.8
Cc1ccc(C(=O)NNC(=O)c2ccc3c(c2)OCCO3)cc1	8	-1.0
Cc1ccc(NC(=O)C2C3C=CC(O3)C2C(=O)O)c(C)c1 (configuration not stated)	7	-1.6
CCN1C(=O)CC(N2CCC(C(=O)N3CCOCC3)CC2)C1=O (configuration not stated)	14	-4.9
Cc1cc([N+](=O)[O-])nn1CCCC(=O)NCc1ccccc1	18	0.7
CCN(CC)C(=O)CN(c1ccc(C)cc1)S(=O)(=O)c1ccc(SC)cc1	17	2.8
C#CCOCCOCCOCCNc1nc(N2CCN(C(=O)[C@H](CCCCN)n3cc([C@@H](N)C(C)CC)nn3)CC2)nc(N2CCN(C(=O)[C@H](Cc3cc4ccccc4[nH]3)n3cc([C@@H](N)C(C)CC)nn3)CC2)n1 (some centres not stated)	4	1.5
CCN(CC)CCOC(=O)C1(c2ccc(OC)c(OC)c2)CCCC1	3	0.3
Cc1[nH]c(=O)[nH]c(=O)c1S(=O)(=O)N1CCCC(C(=O)N2CCC(Cc3ccccc3)CC2)C1 (configuration not stated)	5	-2.5
COc1ccc(S(=O)(=O)Nc2cc3c4c(c2)CC(=O)N4CCC3)cc1C	18	-1.0
CCOC(=O)C1=C(CN2CCc3ccccc32)NC(=O)NC1c1ccc(Cl)cc1 (configuration not stated)	3	-0.4
Cn1cc(S(=O)(=O)Nc2cccc(F)c2)c(=O)n(C)c1=O	0	-0.8
Cc1ccc(Cl)c(OCC(=O)OCC(=O)c2ccc[nH]2)c1	3	1.3
Cc1cc(=O)oc2cc(OCC(O)CN3CCc4ccccc4C3)ccc12 (configuration not stated)	23	-0.7
CCc1ccc(N(CC(=O)NCc2cccnc2)S(=O)(=O)c2ccccc2)cc1	1	-1.9
C[C@@H]1O[C@@H](O[C@H]2[C@H](O)[C@@H](O)[C@H](Oc3c(-c4ccc(O)cc4)oc4cc(O)cc(O)c4c3=O)O[C@@H]2CO)[C@H](O)[C@H](O)[C@H]1O	9	1.6
Cc1ccc(NC(=O)CSCC(=O)Nc2cc(Cl)ccc2N2CCN(C)CC2)cc1	19	-0.9
O=C(COC(=O)/C=C/c1ccc(Cl)c(Cl)c1)NC1CCCC1	5	0.2
CC(Sc1nnc2ccccn12)C(=O)Nc1ccc2c(c1)OCCO2 (configuration not stated)	1	-0.4
CCOC(=O)Cc1csc(SCC(=O)NC2CCC(C)CC2)n1 (configuration not stated)	21	3.4
COc1ccc(CCNC(=O)COC(=O)C2CCCCC2)cc1	17	-0.6

(continued)
SMILES	OX1R antag	STK33 inh
Cc1cccc(N2CCN(C(=O)c3cc4c(=O)[nH]c5ccccc5c4n3C)CC2)c1C	23	-0.7
O=C(NC1CCCC1)C(c1ccccc1F)N(C(=O)c1ccco1)C1CCCC1 (configuration not stated)	-9	0.2
CC(C(=O)O)n1cnc2sc3c(c2c1=O)CCCC3 (configuration not stated)	18	-0.5
CC(=O)c1c(N2CCN(C(=O)C3CCCO3)CC2)nc(=S)n(-c2ccccc2)c1C (configuration not stated)	16	-0.2
C=C1C(=O)C=C[C@]2(C)C[C@@H]3OC(=O)[C@](C)(O)[C@H]3C[C@@H]12	8	3.1
COc1ccc(N2C(=O)CSC2c2ccccc2[N+](=O)[O-])cc1 (configuration not stated)	15	-0.2
Cc1ccc(NC(=O)C(C)Oc2ccccc2)cc1S(=O)(=O)N1CCCCCC1 (configuration not stated)	11	-0.7
CCNc1nc(N2CCCC2)nc(N2CCCC2)n1	13	-1.4
CCCC(c1nnnn1Cc1ccc(OC)cc1)N1CCC(C(N)=O)CC1 (configuration not stated)	8	-0.7
CCCN(CC1CC1)C(=O)COC(=O)c1oc2c(F)cccc2c1C	8	-1.2
CC(=O)c1c(C)n(-c2ccccc2)c2ccc(OCC(O)CN3CCOCC3)cc12 (configuration not stated)	9	2.3
Cc1n[nH]c(C)c1CCC(=O)N/N=C/c1cccs1	-2	-0.9

Shown with the structure last: part of the list above.
OX1R antag	STK33 inh	compound
32	0.4	CCCCCCCCCC(=O)N/N=C(\C)c1cccnc1
3	0.3	CCN(CC)CCOC(=O)C1(c2ccc(OC)c(OC)c2)CCCC1
6	-2.3	CC(C)N(C(=S)NC1CC2CCC1C2)c1ccccc1 (configuration not stated)
7	-0.2	CCC(C)NC(=O)C1CCC(=O)N(c2ccc3c(c2)OCO3)C1c1ccc(OC)cc1 (configuration not stated)

Of the compounds above, three have a tert-butyl group:
SMILES	OX1R antag	STK33 inh
CC(C)(C)NS(=O)(=O)c1ccc(CCC(=O)NCc2ccco2)cc1	-10	0.3
CCOC(=O)c1cnc2cc(-c3ccc(C(C)(C)C)cc3)nn2c1N	14	-1.4
CC(C)Oc1ccc(C(=O)Nc2c3c(nn2C(C)(C)C)CS(=O)(=O)C3)cc1	8	-2.9

Compound activity: PubChem BioAssay, several laboratories
